# M18AAP inhibitor – PfM18AAP enzyme inhibition. AID 1822. actives 1.2% (n = 290,000). recombinant PfM18AAP, H-Glu-NHMec fluorogenic cleavage. inhibition, % at 7.35 µM;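 active = inhibition above the campaign mean inhibition over all tested compounds plus 3 SD, cut at about 28% in these data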;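 also: 0% = plate median of test compound wells and 100% = 2 mM ZnCl2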
# MEKK2 mut-MEK5 – signal of MEK5 binding to mutant human MEKK2 PB1 domain | actives 0.35% (n = 290,000) | bead flow cytometry, Alexa488-MEK5 binding to MEKK2 mutant | percent response, % at 10 µM; in the data active = percent response above about 24%, passing the limit was not always enough; also: inactives centre near 1; some results filed as inactive read as strong as hits; reference of the scale not given here
# NALP1 yeast inh – blocks the NALP1 inflammasome reconstituted in yeast | S. cerevisiae NALP1/ASC/caspase-1 growth, X-gal OD620, 72 h | inhibition, % at 10 µM | actives 0.61% (n = 280,000) | AID 2071; in the data active = inhibition mostly above about 24%, no sharp cut-off; inactive = mostly below about 32%; also: some compounds called inactive have numbers as strong as hits
# V1aR counter – V1a receptor agonism, counter-screen for OXTR agonists; CHO-V1R cells, Fluo-8 calcium fluorescence, agonist mode; 0% DMSO, 100% 3 nM vasopressin; activation, % at 3 µM; actives 0.25% (n = 320,000); AID 2797;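 active = activation above the mean activation of all tested compounds plus 3 SD, per screening run, cut at about 20% in these data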;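 also: signal is peak over basal fluorescence ratio across a 100 second FLIPR read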
# Target sequence (P37288 whole entry, looked up): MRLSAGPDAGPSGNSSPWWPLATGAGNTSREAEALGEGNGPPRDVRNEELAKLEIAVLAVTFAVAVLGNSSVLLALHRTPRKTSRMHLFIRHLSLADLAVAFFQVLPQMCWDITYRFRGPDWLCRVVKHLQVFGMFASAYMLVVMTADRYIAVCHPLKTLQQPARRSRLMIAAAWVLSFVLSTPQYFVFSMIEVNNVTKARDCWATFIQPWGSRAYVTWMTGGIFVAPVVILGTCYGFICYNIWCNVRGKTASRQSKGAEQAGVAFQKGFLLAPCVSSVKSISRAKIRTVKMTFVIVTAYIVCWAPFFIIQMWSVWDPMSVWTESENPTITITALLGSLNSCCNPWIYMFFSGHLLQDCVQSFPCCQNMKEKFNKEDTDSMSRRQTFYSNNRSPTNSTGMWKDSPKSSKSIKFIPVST
# GalR3 antagonist – blocks the human galanin receptor 3; actives 0.44% (n = 360,000); AID 651719; HEK293 GalR3-CNG cAMP membrane potential fluorescence; galR3 body fused to GalR1 C-terminus; inhibition, % at 3 µM;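 active = inhibition above the screen-wide average plus 3 SD, cut at about 13% in these data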;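 also: forskolin and galanin both at EC90 stimulate the cells; cAMP rise reported by CNG channel membrane potential dye signal; 0% = forskolin plus galanin with DMSO and 100% = forskolin alone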
# Target sequence (O60755 1-299 limits assumed): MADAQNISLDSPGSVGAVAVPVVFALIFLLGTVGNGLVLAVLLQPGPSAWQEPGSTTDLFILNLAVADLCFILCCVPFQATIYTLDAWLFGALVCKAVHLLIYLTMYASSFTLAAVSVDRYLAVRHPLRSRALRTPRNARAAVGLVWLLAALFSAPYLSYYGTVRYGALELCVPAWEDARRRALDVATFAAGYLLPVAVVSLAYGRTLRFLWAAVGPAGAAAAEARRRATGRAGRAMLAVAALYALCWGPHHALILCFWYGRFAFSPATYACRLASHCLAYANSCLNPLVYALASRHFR
# MEKK2 WT-MEK5 – raises or lowers MEK5 binding to wildtype human MEKK2 PB1 domain; Q9Y2U5; bead flow cytometry, Alexa488-MEK5 binding to MEKK2 WT; actives lie on both sides; binding response (% of control), % at 10 µM; actives 1.1% (n = 290,000); AID 1531; in the data active = binding response below about 67% or above about 130%
# OXTR potentiator – human OXTR potentiation | P30559 | CHO-OTR cells, Fluo-8 calcium fluorescence, potentiator mode; 0% = oxytocin EC15, 100% = EC100 | activation, % at 3 µM | actives 0.061% (n = 320,000) | AID 2445;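 active = activation above that plate's cutoff, the mean activation of tested compounds plus 3 SD, cut at about 6.6% in these data, passing the limit was not always enough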;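 also: 100% uses oxytocin at 75 nM as the full agonist control; some results filed as inactive read as strong as hits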
#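 test system = CHO-OTR cells, human receptor | compound = single-point 3.0 µM | schedule = 6 min compound pre-incubation at room temperature, 100 s kinetic read | signal = Fluo-8 no-wash calcium dye fluorescence, excitation 470-495 nm, emission 515-575 nm | repeats = single well per compound, singlicate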
# OXTR agonist – activates the human oxytocin receptor | actives 0.32% (n = 320,000) | activation, % at 3 µM | CHO-OTR cells, Fluo-8 calcium fluorescence; normalized: DMSO 0%, oxytocin 100% | AID 2435 | P30559;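 active = activation above the mean of all tested compounds plus 3 SD, cutoff set per screening run, cut at about 20% in these data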;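 also: peak over basal fluorescence ratio from a 100 s FLIPR kinetic read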
# GPR7 antagonist – antagonists of human GPR7 (neuropeptides B/W receptor 1); P48145; GPR7-expressing cells, fluorescence antagonist assay; inhibition, % at 4.4 µM; actives 1.1% (n = 290,000); AID 1861; in the data active = inhibition above about 16%, passing the limit was not always enough;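 also: cells stimulated with the agonist NPW; 0% = agonist with vehicle and 100% = vehicle without agonist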
# Target sequence (P48145 whole entry, looked up): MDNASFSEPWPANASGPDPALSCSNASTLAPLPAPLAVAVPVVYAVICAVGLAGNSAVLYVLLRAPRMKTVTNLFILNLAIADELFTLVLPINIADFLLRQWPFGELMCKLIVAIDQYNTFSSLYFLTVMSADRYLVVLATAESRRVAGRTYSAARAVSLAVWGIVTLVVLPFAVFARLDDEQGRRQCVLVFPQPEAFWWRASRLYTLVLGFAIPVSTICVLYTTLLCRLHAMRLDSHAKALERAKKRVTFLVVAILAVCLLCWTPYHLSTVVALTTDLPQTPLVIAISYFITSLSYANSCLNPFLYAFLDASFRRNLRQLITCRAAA
# Starred values were filed as active, the others as inactive; . = no result given; & = joins results of further samples.
SMILES,M18AAP inhibitor,MEKK2 mut-MEK5,NALP1 yeast inh,V1aR counter,GalR3 antagonist,MEKK2 WT-MEK5,OXTR potentiator,OXTR agonist,GPR7 antagonist
O=S(=O)(c1ccc(Cl)cc1Cl)N1CCCC1c1cccnc1 (stereo not given),23,3,14,1.6,-6,95,-3,-0.4,-3
Clc1ccc(C(c2ccc(Cl)cc2)n2cc[n+](CC(OCc3ccc(Cl)cc3Cl)c3ccc(Cl)cc3Cl)c2)cc1 (stereo not given),.,.,.,0.3,-2,.,-16,-0.8,.
O=C(CN1CCN(Cc2cccc(Cl)c2)C1=O)N1CCC2(CC1)OCCO2,14,-4,9,0.4,-1,100,-10,-0.8,1
Cc1cc(C(=O)N2CCC3(CC2)OCCO3)no1,-4,4,18,2.3,-3,109,-4,0.8,14
Cc1ccc(C(O)P(=O)(Oc2ccccc2)Oc2ccccc2)cc1 (stereo not given),.,.,.,-0.7,3,.,-8,0.4,.
C=C(c1ccccc1)P(=O)(O)O,-3,-2,30,0.3,-4,99,-9,0.2,-13
CCOc1c(Cl)cc(CNC(C)C(O)c2ccccc2)cc1OC (stereo not given),-14,-3,26,1.0,3,102,-10,8.7,4
N=Cc1c(O)n(-c2ccccc2)c(=O)n(-c2ccccc2)c1=O,-2,-12,9,1.2,-9,90,-1,0.2,0
CCOC(=O)c1c(C)n(COCCO)c2ccc(O)cc12,-8,0,4,-0.3,-5,101,0,-0.7,10
COc1cccc(C(=O)C2CCCN(Cc3ccc(F)cc3)C2)c1 (stereo not given),1,5,4,0.7,-11,106,4,-0.9,-11
C=CCOC(=O)C1=C(C)OC(N)=C(C(=O)OCC)C12C(=O)N(CC(N)=O)c1ccccc12 (stereo not given),-2,4,15,0.8,-2,104,1,0.3,-11
Cc1cc(OCC(=O)NC(Cc2ccc(Cl)cc2)C(=O)O)c2c3c(c(=O)oc2c1)CCC3 (stereo not given),0,1,0,-0.1,-7,102,-2,-0.2,-2
Cn1cc(C(=O)N2CCCCC2)c2ccccc21,4,-2,24,-0.2,0,105,-14,-2.5,-10
Nc1ncc(P(=S)(N2CCOCC2)N2CCOCC2)s1,5,2,10,0.2,-1,104,-7,0.3,-11
CC1N=C(c2ccccc2)c2cc(Br)ccc2NC1=O (stereo not given),-4,3,-1,-1.9,-8,103,-5,-2.4,-18
CC1=NN(c2ccccc2)C(=O)C1/C=C1/C(=O)NC(=O)N(c2cc(C)cc(C)c2)C1=O (stereo not given),5,.,9,3.1,-3,.,-7,0.8,-7
CCOc1cccc(C2NCc3ccccc3-n3cccc32)c1O (stereo not given),3,-9,-20,2.8,-6,105,-13,1.2,7
O=c1c2ccccc2nc(/C=C/c2ccc(O)cc2)n1-c1ccc(O)cc1,-8,7,-8,5.2,-5,103,-11,3.5,3
CCc1ccc(CN2CCN(Cc3cc(Br)ccc3O)CC2)cc1,-9,-8,24,-0.3,1,97,-8,-1.4,-7
O=C(CCC(=O)N1CCC2(CC1)OCCO2)Nc1nnc(C2CCCCC2)s1,-3,-16,-20,1.7,-1,92,2,2.1,-11
Cc1cccc(C2=NCC(=O)N(CC(=O)NCc3ccco3)c3sc4c(c32)CCCC4)c1,0,-1,5,0.2,-2,94,-8,-1.0,-9
CCN(CC)P(=O)(Oc1ccccc1)Oc1ccccc1,12,1,23,-1.9,2,107,3,-2.7,12
Cn1c(O)c(C=NCCN2CCNCC2)c(=O)n(C)c1=O,5,-1,-27,-0.3,1,99,-11,-0.1,-14
O=C(CN1CCCCC1)c1ccc2c(c1)OCO2,5,1,0,0.4,-3,105,-11,-1.2,-13
COC(=O)C1=C(c2ccc(Cl)c(C(F)(F)F)c2)C[C@@H]2CC[C@H]1N2C(=O)NC(C)C,.,.,.,-1.4,-2,.,8,-1.4,.
COC(=O)C1=C(c2cc3ccccc3o2)C[C@@H]2CC[C@H]1N2C(=O)NCCNC(C)=O,.,3,.,-0.7,-1,102,-2,-1.1,.
C=CCn1c(O)c(C(CC)=NCCCO)c(=O)[nH]c1=O,3,0,-10,0.9,3,99,-6,0.9,-8
CN(C)C(CNC(=O)Cc1c(Cl)cccc1Cl)c1ccccc1 (stereo not given),-13,-12,24,-0.5,-4,62,-9,-1.0,-3
CCN1C(=O)/C(=C/c2ccc3c(c2)CCN3CCCCl)C(=O)NC1=S,4,-4,26,-0.1,-1,68,1,-0.8,-6
CCN(CC)c1ccc(CN2CC=C(c3ccc(F)cc3)CC2)cc1,2,22,20,6.1,1,121,-18,5.4,-18
CC(C)N1C(=O)CCC1C(=O)N1CCC2(CC1)OCCO2 (stereo not given),7,11,-8,0.8,-4,105,-3,0.0,-18
CC(=O)Nc1cc(C(=O)N2CCC3(CC2)OCCO3)ccc1S(=O)(=O)c1ccc(Cl)cc1,2,1,-5,-1.1,-3,97,-2,-0.5,8
Cc1ccccc1N1C(=O)CC(=O)NC1=O,22,-6,-37,0.3,8,97,-4,1.7,2
CCOc1ccc(C2CC(c3c(O)n(C)c(=O)n(C)c3=O)=NN2)cc1 (stereo not given),10,5,3,0.9,3,99,-6,-0.2,-8
CN1CCC(OC(=O)C2c3ccccc3Oc3ccccc32)CC1,2,3,6,1.7,1,107,-2,3.9,1
Cn1c2ccccc2c2c(C(=O)N3CCC4(CC3)OCCO4)cn(C3CCCCC3)c(=O)c21,-16,5,5,-0.8,-1,110,-3,-1.9,-12
Cc1ccc2c(c1)CC1(CN2C)C(=O)NC(=O)N(c2cc(C)ccc2C)C1=O (stereo not given),-5,-3,20,0.6,-4,101,-1,2.6,-13
Cc1ccc(N2C(=O)NC(=O)/C(=C/c3ccoc3)C2=O)cc1,0,3,.,.,-3,91,.,.,-13
BrCC1C[n+]2c(SCc3ccccc3)nc3sc4c(c3c2O1)CCCC4 (stereo not given),4,3,28,0.6,-7,101,-4,0.6,13
Cc1ccc(N2C(=O)NC(=O)/C(=C\C=C\c3ccco3)C2=O)cc1,16,-13,.,5.4,4,96,-5,4.6,-6
COC(=O)C1C(OC(=O)c2ccccc2)CC2CCC1N2C (stereo not given),3,3,-10,1.7&0.7,-4&-6,106,-1&-2,1.6&0.6,-18
CCCCn1c(O)c(C(=O)/C=C/c2ccc3c(c2)OCO3)c(=O)[nH]c1=O,14,-6,.,0.2,-4,96,-8,0.6,-1
Fc1ccc(CCNCc2ccccc2Cl)cc1,-1,0,16,1.0,-6,99,0,0.8,-9
COc1ccc(CC(=O)Nc2ccc(C#N)c(Cl)c2)cc1S(=O)(=O)N1CCOCC1,-2,3,18,3.2,0,103,-12,1.3,12
CCCC[N+]12CCC(CC1)C(=C(c1ccccc1)c1ccccc1)C2,-2,18,10,-0.1,-5,103,-3,-1.8,13
Fc1ccc(C(OCCN2CCCC2)c2ccc(Br)cc2)cc1 (stereo not given),-1,7,47*,6.8,-7,133,-7,9.4,16
CCC(C(=O)N1C[C@H]2C[C@@H](C1)c1cccc(=O)n1C2)c1ccccc1 (stereo not given in full),1,3,15,0.6,-5,102,0,1.5,-7
O=c1[nH]c(=S)[nH]c(O)c1N=Nc1cccc(S(=O)(=O)N2CCOCC2)c1,21,4,-21,0.1,-1,103,2,-0.2,-11

# Given with values under each structure: entries from further up
# Below each compound: M18AAP inhibitor	MEKK2 mut-MEK5	NALP1 yeast inh	V1aR counter	GalR3 antagonist	MEKK2 WT-MEK5	OXTR potentiator	OXTR agonist	GPR7 antagonist
Cc1ccc(N2C(=O)NC(=O)/C(=C\C=C\c3ccco3)C2=O)cc1
→ 16	-13	.	5.4	4	96	-5	4.6	-6
COC(=O)C1C(OC(=O)c2ccccc2)CC2CCC1N2C (stereo not given)
→ 3	3	-10	1.7&0.7	-4&-6	106	-1&-2	1.6&0.6	-18
O=c1[nH]c(=S)[nH]c(O)c1N=Nc1cccc(S(=O)(=O)N2CCOCC2)c1
→ 21	4	-21	0.1	-1	103	2	-0.2	-11
Cc1ccc2c(c1)CC1(CN2C)C(=O)NC(=O)N(c2cc(C)ccc2C)C1=O (stereo not given)
→ -5	-3	20	0.6	-4	101	-1	2.6	-13

# Further records:
SMILES,M18AAP inhibitor,MEKK2 mut-MEK5,NALP1 yeast inh,V1aR counter,GalR3 antagonist,MEKK2 WT-MEK5,OXTR potentiator,OXTR agonist,GPR7 antagonist
COc1cccc(OC)c1C1=NCC(=O)Nc2c1oc1ccc(Br)cc21,3,0,13,0.0,-4,101,1,1.2,2
NCCCC(=O)OC1N=C(c2ccccc2Cl)c2cc(Br)ccc2NC1=O (stereo not given),5,8,-7,0.0,-5,108,2,0.5,0
Cc1cccc(NC(=O)CSc2nnc([C@@H](N)Cc3c[nH]c4ccccc34)o2)c1C,1,-2,5,1.6,-1,95,2,2.2,-7
C/C(=N\N1CCN(C)CC1)c1c(O)[nH]c(=O)[nH]c1=O,4,3,29,0.9,-1,105,7,0.7,-1
CC(=NCc1ccco1)c1c(O)n(Cc2ccccc2)c(=O)[nH]c1=O,0,7,6,0.3,-4,105,-4,0.9,5
CCOC(=O)c1ccc(N=C(c2ccccc2)c2c(O)n(C)c(=O)n(C)c2=O)cc1,-14,-21,3,-0.3,-2,87,-8,0.3,2
CC12CN3CN(C1)CC(c1ccccc1)(C3)C2=O,1,4,-57,1.7,-2,113,-5,0.9,-13
O=C1NC(=O)N(c2ccccc2)C(=O)/C1=C/c1ccoc1,2,-9,3,4.9,-6,88,-20,3.2,-1
CN1CCC(OC(=O)Cc2ccccc2)CC1,-4,-8,-8,0.0,-6,96,-17,0.1,-10
O=C(N/N=C/c1c(O)n(Cc2ccc(F)cc2)c(=O)[nH]c1=O)c1ccccc1,5,-1,-9,0.6,-4,99,-5,0.2,-12
O=C1NC(c2cccnc2)Nc2sc3c(c21)CCCC3 (stereo not given),31*,3,-9,0.1,-2,106,-14,-0.4,-4
CCOCCCN=Cc1c(O)n(Cc2ccccc2)c(=O)[nH]c1=O,-8,3,0,-0.5,1,101,-6,0.0,-7
O=P(/C(=N/O)N1CCOCC1)(N1CCOCC1)N1CCOCC1,4,2,24,0.2,0,101,-3,1.3,-8
CCCN1CCC[C@@H]2Cc3[nH]ncc3C[C@H]21,.,-1,.,-0.4,-2,104,2,0.8,.
CCC(=NCC1CCCO1)c1c(O)n(-c2ccccc2C)c(=O)[nH]c1=O (stereo not given),2,-11,9,-0.1,-1,92,-6,0.5,1
CC(=O)C1C2c3ccccc3O[C@@]1(C)N=c1s/c(=C/c3ccoc3)c(=O)n12 (stereo not given in full),3,2,32,1.2,-11,99,-5,-0.3,-1
Cc1cccc(OP(=O)(Nc2cccnc2)Oc2cccc(C)c2)c1,7,-1,25,6.2,-3,91,-9,-1.5,-7
C(#CCN1CCCCC1)COCc1ccccc1,-2,-9,10,-0.5,2,90,-14,-0.5,3
Cc1nn(CCC#N)c2c1P(=S)(N1CCCC1)OC(c1ccc(F)cc1)=N2 (stereo not given),8,-7,6,-0.6,-5,87,-4,-0.2,-11
CP(=O)(Nc1ccccc1)C(Cl)(Cl)Cl (stereo not given),5,0,-1,0.7,-1,98,-8,0.1,-9
CN1C(=O)c2ccccc2NC(=O)[C@]12O[C@@H]2c1ccccc1,4,9,-16,0.1,0,109,1,-0.1,-23
COc1cccc(CCNCc2ccc(SC)cc2)c1,-1,13,32,3.6,-3,112,-2,2.4,0
CN1CCC(N(C)c2ncnc3ccc(Br)cc23)CC1,0,7,12,.,-3,123,.,.,-11

# A portion of the library. The share of hits here may be higher or lower than overall.
